Screens: PubChem, Sanford-Burnham Center for Chemical Genomics
APJ agonist: agonists of human APJ apelin receptor | P35414 | activation, % at 20 µM | CHO-K1 APJ PathHunter beta-arrestin, luminescence; 0% DMSO wells, 100% apelin | 0.11% of 330,000 active | AID 2520;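 active means activation more than six SD over the plate average, tested at 20 µM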;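 further: 0% = DMSO alone and 100% = apelin-13 at 10 nM; some results filed as inactive read as strong as hits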
Target sequence (P35414 whole entry, looked up): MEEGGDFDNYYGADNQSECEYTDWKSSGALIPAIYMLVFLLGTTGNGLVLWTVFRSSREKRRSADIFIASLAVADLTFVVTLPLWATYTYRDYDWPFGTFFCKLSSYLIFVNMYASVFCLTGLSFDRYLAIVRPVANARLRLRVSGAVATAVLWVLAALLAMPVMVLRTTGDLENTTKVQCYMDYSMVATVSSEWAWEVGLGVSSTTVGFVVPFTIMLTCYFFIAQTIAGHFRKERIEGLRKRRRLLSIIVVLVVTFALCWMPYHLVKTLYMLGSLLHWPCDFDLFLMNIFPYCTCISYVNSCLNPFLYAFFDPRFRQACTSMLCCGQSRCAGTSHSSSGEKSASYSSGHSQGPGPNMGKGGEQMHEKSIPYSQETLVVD
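Assay system: engineered CHO-K1 APJ arrestin reporter cells; Amount: 1000 CHO-K1 reporter cells seeded per well; Dosing: one dose, 20 µM compound, 1% DMSO; Times: compound stimulation 90 min at 25 °C, detection 60 min; Measured by: luminescent beta-gal fragment complementation, chemiluminescent substrate; Read-out: APJ–arrestin association signal; Controls: DMSO vs Apelin-13 10 nM.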
697 NFkB inh: lowers PMA/ionomycin-induced NF-kB signal in 697 B cells | 697 B-cell NF-kB luciferase reporter, 16 h | inhibition, % at 4 µM | 0.33% of 330,000 active | AID 435022; in the data active means inhibition above about 35%
Jurkat NFkB inh: lowers PMA/ionomycin-induced NF-kB signal in Jurkat cells | PMA/ionomycin-induced NF-kB luciferase reporter, luminescence | inhibition, % at 4 µM | 0.53% of 330,000 active | AID 435003; in the data active means inhibition above about 50%
Mdm2-MdmX inh: inhibitors of human Mdm2/MdmX interaction. O15151+Q00987. SaOS-2 split-luciferase Mdm2/MdmX complementation, luminescence. inhibition, % at 8 µM. 3% of 330,000 active;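 active means inhibition of at least 50% at 8 µM in the primary screen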
XBP1 UPR activ: adaptive UPR (XBP1) activation. CHO-XBP1 luciferase reporter, IRE1-XBP1 UPR activation, luminescence; percent of tunicamycin response, DMSO as zero. activation, % at 20 µM. 0.33% of 330,000 active;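 active means versus positive control, 20 µM dose yields 30% or more activation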;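 further: 100% = tunicamycin at 10 µg/mL and 0% = DMSO only wells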
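Material: CHO-XBP1 cells stably carrying IRE1-XBP1-driven luciferase reporter / Amount: 1000 cells per well / Compound: 20 µM, 1% DMSO / Times: 6 h treatment, 37 °C / Detection: luciferase luminescence / Measure: % activation of reporter signal versus tunicamycin and DMSO controls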
CHOP UPR activ: apoptotic UPR (CHOP) activation. CHO-CHOP luciferase reporter, luminescence; percent of tunicamycin response over DMSO baseline. activation, % at 10 µM. 0.34% of 330,000 active. AID 449763;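 active means at 10 µM dose, activation of 40% or more, normalized to positive control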;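 further: 100% = tunicamycin at 10 µg/mL and 0% = DMSO alone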
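Assay system: CHO-CHOP cells, stable luciferase reporter of PERK-eIF2a-CHOP signalling / Buffer or medium: F12 plus 10% serum / Compound dosing: one dose, 10 µM in 0.5% DMSO / Times: 6 h compound treatment, 37 °C / Technique: luciferase luminescence / Read-out: % reporter activation, DMSO baseline versus tunicamycin full activation / Benchmarks: tunicamycin and DMSO controls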
tim23-1 inh: growth inhibitors of tim23-1 mutant yeast. S. cerevisiae tim23-1 growth, BacTiter-Glo luminescence, 24 h. inhibition, % at 20 µM. 1.3% of 330,000 active. AID 463212;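 active means growth inhibition of the mutant yeast at or above 50%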;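 further: temperature-sensitive mutant grown at 25 °C; plate controls were DMSO-treated mutant yeast for no effect and medium wells lacking yeast for full effect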
APJ antag: APJ receptor antagonism | CHO-K1 APJ beta-arrestin complementation, luminescence | AID 2521 | P35414 | inhibition, % at 20 µM | 0.32% of 330,000 active;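 active means inhibition above about 40% at 20 µM, limit read from the data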;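 further: cells challenged with 10 nM apelin-13 agonist together with compound; plate controls were apelin-13 plus DMSO wells for no effect and DMSO wells lacking apelin-13 for full effect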
An asterisk follows results filed as active.

SMILES	APJ agonist	697 NFkB inh	Jurkat NFkB inh	Mdm2-MdmX inh	XBP1 UPR activ	CHOP UPR activ	tim23-1 inh	APJ antag
C=CCNC(=O)c1cc(-c2ccccc2O)on1	-10.1	-14.2	-43.3	-71.7	0.3	6.9	-3.6	22.9
COc1cccc(/C=C/C(=O)OCC(=O)c2ccc3c(c2)NC(=O)CO3)c1OC	-1.3	5.1	16.5	-16.7	0.7	1.2	5.3	14.8
Cn1cnc([N+](=O)[O-])c1Oc1ccccc1	-1.4	-17.8	-4.6	12.1	-0.5	0.5	8.2	2.0
Cc1cc(Br)ccc1NC(=O)CN(C)C(=O)C1CCN(C(=O)c2ccc(F)cc2)CC1	-0.3	2.8	10.5	-8.2	-1.5	-1.4	-20.4	13.4
CCc1ccc(NC(=O)CSCCN2C(=O)c3ccccc3C2=O)cc1	-3.4	11.5	4.8	11.1	-2.3	-2.6	5.1	-5.1
COCCNC(=O)C(c1ccc(O)cc1)N(Cc1ccco1)C(=O)CCC(=O)Nc1ccccn1 (stereo not given)	-1.5	6.4	-16.9	17.9	-3.5	2.5	5.2	-12.5
O=C(Nc1ccc2cn[nH]c2c1)c1c(Cl)cccc1Cl	0.4	5.6	-1.0	-1.3	1.7	-1.8	7.1	-3.2
CCN(CC(=O)Nc1ccc(OC)cc1)C(=O)c1ccc2ccccc2c1	-1.1	9.3	-3.1	9.3	2.5	-0.5	24.6	-0.1
Cc1cc(C)c2c(N)c(C(=O)N/N=C/c3cccs3)sc2n1	-3.9	-99.7	-81.8	-35.6	-1.5	4.2	-15.0	7.4
COc1ccc(NS(=O)(=O)c2cccc(C(=O)OCC(=O)N3CCN(c4ccc(OC)cc4)CC3)c2)cc1	3.5	-21.7	19.1	25.3	0.1	3.2	-1.2	-45.5
COc1cccc(S(=O)(=O)Nc2ccc3c(c2)OCCO3)c1	-2.9	-32.8	1.8	11.7	-8.6	-4.9	-1.5	-3.4
Nc1nnc(SCC(=O)Nc2cccc(S(=O)(=O)N3CCOCC3)c2)s1	1.0	8.8	0.9	-1.4	-1.1	-0.9	-18.5	-45.5
COC(=O)COc1ccc(C(c2c(C)[nH][nH]c2=O)c2c(C)[nH][nH]c2=O)cc1	-0.9	-4.8	-6.7	-0.1	-2.3	-1.0	12.5	-19.0
O=C(OCCOCCN=C1NS(=O)(=O)c2ccccc21)C1CC(=O)N(c2ccccc2)C1 (stereo not given)	-4.2	9.7	-9.5	16.4	-0.5	-2.2	-2.5	20.5
CCC1Oc2ccccc2N(CC(=O)NCCc2ccc(OC)c(OC)c2)C1=O (stereo not given)	-7.6	4.4	-8.7	7.9	-0.5	-0.7	13.6	9.7
Cc1nc2ccccc2c(=O)n1NC(=O)/C=C/c1ccc(Br)cc1	-2.6	24.1	3.0	-9.0	2.9	5.5	20.6	11.7
CCOc1ccc(NC(=S)N2CCC(NC(=O)c3ccccc3C)CC2)cc1	-1.7	5.4	0.7	-1.3	-1.1	0.1	3.8	5.9
CCCOc1ccc(N/C=C/C(=O)c2cc(OC)c(OC)c(OC)c2)cc1	-1.5	-1.5	1.4	24.9	-5.4	1.4	18.9	-9.4
O=C1c2nc3cc(-c4ccccc4)[nH]n3c(=O)c2CN1Cc1ccccc1	-4.6	4.9	14.4	20.5	-0.8	-0.7	-10.1	11.9
CN(CCNC(=O)CCNC(=O)Cn1ccc2ccccc2c1=O)Cc1ccccc1	-0.2	7.7	15.8	-12.4	-0.9	1.1	4.5	0.6
CCCCOc1ccccc1P(=O)(O)CP(=O)(c1ccccc1)c1ccccc1	-2.5	6.5	-13.7	16.7	-7.2	0.3	19.3	-1.5
O=C(NC(Cc1ccccc1)c1ccc2c(c1)OCCCO2)c1ccccc1F (stereo not given)	-0.3	7.5	7.0	27.3	1.6	-1.1	29.6	0.1
O=C(Nc1cscc1S(=O)(=O)c1ccc(Cl)cc1)c1ccccc1Cl	0.9	-24.2	5.9	18.4	2.7	1.1	21.3	11.2
COc1cccc(/C=C2\SC(=O)N(CCC(=O)NNC(=O)c3ccccc3Cl)C2=O)c1	-1.4	-24.1	-12.3	38.5	0.2	1.3	-12.0	1.5
CC(=O)Nc1ccc(N2C(=O)CC(c3ccccc3)CC2=O)cc1	-3.2	-5.9	-26.9	7.7	0.1	1.7	1.2	4.5
O=C(NCc1ccccc1F)C(=O)NCC1CCCN1S(=O)(=O)c1cccs1 (stereo not given)	1.5	-27.1	-8.1	4.6	-1.6	2.1	-6.9	5.6
Cc1ccc(C(=O)CC2SC(N)=NC2=O)cc1 (stereo not given)	3.3	-1.3	-17.6	15.7	-2.0	0.3	0.2	-32.9
CCc1nnc(NC(=O)C(CC)c2ccccc2)s1 (stereo not given)	-3.9	-3.1	6.8	19.7	-4.9	1.1	-17.4	-3.6
C/C=C/c1ccc(OCC(=O)N(CCOC)c2c(N)n(CCCC)c(=O)[nH]c2=O)c(OC)c1	-5.4	5.3	-4.0	19.3	-1.5	-2.0	-0.5	-45.0
O=C(c1cnn(C(=O)c2ccccc2)c1)c1ccccc1O	-1.5	8.2	-1.2	35.7	-0.6	1.6	31.8	1.1

One compound at a time (already shown). Screens in order: APJ agonist, 697 NFkB inh, Jurkat NFkB inh, Mdm2-MdmX inh, XBP1 UPR activ, CHOP UPR activ, tim23-1 inh, APJ antag
`Cc1nc2ccccc2c(=O)n1NC(=O)/C=C/c1ccc(Br)cc1` is listed with -2.6, 24.1, 3.0, -9.0, 2.9, 5.5, 20.6, 11.7
`CCCOc1ccc(N/C=C/C(=O)c2cc(OC)c(OC)c(OC)c2)cc1` is listed with -1.5, -1.5, 1.4, 24.9, -5.4, 1.4, 18.9, -9.4
`CCCCOc1ccccc1P(=O)(O)CP(=O)(c1ccccc1)c1ccccc1` is listed with -2.5, 6.5, -13.7, 16.7, -7.2, 0.3, 19.3, -1.5
`CCc1nnc(NC(=O)C(CC)c2ccccc2)s1` (stereo not given) is listed with -3.9, -3.1, 6.8, 19.7, -4.9, 1.1, -17.4, -3.6

The list goes on.
SMILES	APJ agonist	697 NFkB inh	Jurkat NFkB inh	Mdm2-MdmX inh	XBP1 UPR activ	CHOP UPR activ	tim23-1 inh	APJ antag
CCCn1cc(S(=O)(=O)CC(=O)N2CCc3ccccc32)c2ccccc21	-1.4	0.3	-12.9	8.8	2.7	1.4	5.0	-14.1
CC(=O)C1=C(O)C(=O)N(CC#N)C1c1cccs1 (stereo not given)	-7.2	-21.3	-13.1	-7.9	-2.4	-0.2	-6.8	10.6
CCCCN(C(=O)c1c(CC)noc1C)c1c(N)n(CCC)c(=O)[nH]c1=O	-1.9	7.6	7.1	-6.1	-2.5	0.1	-12.9	8.6
Cn1nc(C(=O)NC2=NCCS2)ccc1=O	0.7	-6.9	-28.4	-14.0	-1.4	-0.4	-9.0	-27.7
Cc1nc2nc(SCC(=O)O)nn2c(C)c1Cc1c(F)cccc1Cl	-4.1	3.5	4.4	30.3	-1.9	0.9	-7.8	12.4
O=C(NCCC(=O)N(CCc1ccccc1)Cc1ccccc1)c1ccc(Br)cc1	-0.8	13.3	10.0	12.3	-1.9	1.3	9.8	-49.9
CC(C)(C)C1CCc2c(sc3c2C(=O)NC(c2ccco2)N3)C1 (stereo not given)	-4.7	-85.4	-48.2	13.9	5.4	2.7	33.9	-18.0
Cc1ccc(CNC(=O)CCS(=O)(=O)c2ccc3c(c2)CC(C)N3C(=O)C2CC2)cc1 (stereo not given)	2.0	-18.0	41.6	63.0*	-2.0	0.6	5.0	12.5
COc1ccc(Cn2c(-c3ccccc3)nc3c(c(=O)c4ccccc4n3C)c2=O)cc1	-2.4	-21.6	10.8	20.5	12.8	0.8	-9.3	7.1
C=CCn1c(Oc2cc(C)ccc2C)nc2c1c(=O)n(C)c(=O)n2C	0.4	-10.8	53.6*	13.7	-1.0	-3.4	6.1	11.5
COC(=O)/C=c1/sc2nc3ccccc3n2c1=O	-10.7	5.9	6.6	-11.8	-1.4	1.0	27.9	21.7
COc1cccc(C(=O)Nc2cccc(C(=O)N3CCOCC3)c2)c1	0.1	4.8	5.7	20.5	6.3	-0.8	9.4	-1.3
Cc1cccc(NC(=S)NN2CCN(C)CC2)c1	4.0	6.9	0.4	2.4	-3.1	1.1	0.9	6.1
CSc1c2c(nc3ncnn13)CCC2	0.0	11.1	-3.2	13.2	0.8	0.0	-8.6	11.9
CCOC(=O)C(NC(C)=O)C(=O)Nc1c(C)cccc1C (stereo not given)	-1.1	5.7	-4.3	16.7	0.7	-0.4	8.0	19.3
Cc1ccc(NCc2n[nH]c(=S)n2-c2ccccc2)cc1Cl	-2.8	-28.3	-12.4	3.2	0.7	-1.5	4.3	7.7
CCCCN(C)CCCNC(=O)c1cccc(N2CCCC2=O)c1	4.6	4.4	5.1	-31.9	0.8	1.2	5.0	12.7
CCC(C)NC(=O)CN(C1CCCCC1)S(=O)(=O)c1ccc(F)cc1 (stereo not given)	1.3	-2.3	-9.3	20.0	-3.2	-1.5	19.1	-34.5
Cn1c(CSCc2ccccc2Cl)n[nH]c1=S	0.4	7.7	16.3	-24.2	1.1	-2.4	12.8	4.2
O=C(CN(CCc1ccccc1)C(=O)CNS(=O)(=O)c1ccccc1)NCC1CCCO1 (stereo not given)	-3.2	8.7	-5.3	8.1	-3.3	-1.4	-18.0	2.6
O=C(CCN1CCN(c2ccc([N+](=O)[O-])cc2)CC1)c1ccc(Cl)cc1	1.1	3.3	-30.8	2.0	-3.5	3.7	28.7	11.7
CSc1ncc(CN2CCCC(C(=O)c3ccc(C(C)(C)C)cc3)C2)cn1 (stereo not given)	0.9	-18.4	-11.8	-39.9	2.2	3.1	10.1	-0.2
CCCC(=O)Nc1ccc(S(=O)(=O)N2CCOCC2)cc1	2.8	-8.7	1.8	1.0	-2.0	0.3	18.2	15.2
Cc1cccn2c(=O)c(/C=C(\C#N)S(=O)(=O)c3ccccc3)c(N3CCN(c4ccccc4)CC3)nc12	-5.9	2.4	-10.7	22.0	3.4	-0.9	7.3	5.7
COC(=O)[C@@]12CCCCN1[C@H](c1ccc(-c3ccc(OC)cc3)c(OC)c1)[C@@H]1C(=O)N(C)C(=O)[C@@H]12	9.6	-147.8	-128.3	29.2	0.1	0.3	27.1	-2.0
O=[N+]([O-])c1nn(-c2ccc3c(c2)OCCO3)n(O)c1=NCc1ccc(F)cc1	4.0	-92.0	-107.3	-73.4	4.2	8.6	10.2	-67.6
Cc1ccccc1OCCOc1ccc([N+](=O)[O-])cc1/C=N/n1cnnc1	-3.5	10.3	3.8	58.7*	8.5	-0.6	-10.1	13.0
COc1ccc(N2CCN(C(=O)Cc3csc(NC(=O)Nc4ccccc4OC)n3)CC2)cc1	3.3	-3.6	-14.4	25.1	-1.9	0.1	8.6	6.9
Cc1c2c(nc3ccccc13)CCC(C(C)(C)C)C2 (stereo not given)	0.2	-83.0	-34.9	-31.8	5.0	3.9	46.1	4.4
CCOc1ncnc2c1sc1nc(C)cc(C)c12	-6.5	-36.5	-17.4	8.9	4.4	1.5	12.9	4.9
